PDI inh: inhibitors of human protein disulfide isomerase | inhibition, % at 10 µM | 350,000 tested, 0.052% active | PDI insulin aggregation turbidity, A650, 90 min | P07237;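 active = mean inhibition across replicates of 30% or more, whatever share of single replicates reach that level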;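 note: absorbance from insulin aggregation driven by PDI reduction with DTT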
Target sequence (P07237 whole entry, looked up): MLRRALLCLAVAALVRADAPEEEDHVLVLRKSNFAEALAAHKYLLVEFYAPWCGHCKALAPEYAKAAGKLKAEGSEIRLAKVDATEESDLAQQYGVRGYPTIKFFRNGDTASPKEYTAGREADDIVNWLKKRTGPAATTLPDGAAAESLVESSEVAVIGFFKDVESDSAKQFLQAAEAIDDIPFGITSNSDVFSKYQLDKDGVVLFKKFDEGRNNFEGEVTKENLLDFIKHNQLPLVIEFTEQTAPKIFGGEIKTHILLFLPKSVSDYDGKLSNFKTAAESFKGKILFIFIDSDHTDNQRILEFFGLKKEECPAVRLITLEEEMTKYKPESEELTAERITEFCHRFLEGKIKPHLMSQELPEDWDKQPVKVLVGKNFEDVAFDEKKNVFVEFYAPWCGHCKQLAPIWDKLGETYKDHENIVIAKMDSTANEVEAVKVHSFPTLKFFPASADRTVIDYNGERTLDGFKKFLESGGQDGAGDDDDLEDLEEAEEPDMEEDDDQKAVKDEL
MC4R barr agon: agonists of human melanocortin 4 receptor (MC4R) beta-arrestin | P32245 | U2OS MC4R beta-arrestin complementation, luminescence; percent of melanotan II response, DMSO zero | activation, % at 8.9 µM | 360,000 tested, 0.98% active;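 active = activation above a per-plate cutoff, the mean activation of sample wells on that plate plus 3 SD, cut at about 8% in these data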
H9c2 protect: modulators protecting cardiomyocytes from myocardial damage. 360,000 tested, 0.63% active. protection from H2O2 cell death, % at 20 µM. H9c2 cardiomyocytes, H2O2 injury protection, ATPLite, 2 h;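 active = compounds giving at least 50% protection of heart cells from peroxide-induced death in the single-dose screen, raw or plate-pattern-corrected value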;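 note: 0% = DMSO wells with peroxide and 100% = DMSO wells without peroxide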
ABCB6 inh 2: blocks the human ABCB6 transporter; K562-ABCB6 porphyrin accumulation, flow cytometry, 1 h; active compounds read low; 360,000 tested, 0.19% active; Q9NP58; fluorescence ratio to DMSO, % at 10 µM;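 active = fluorescence ratio to DMSO below 75%, the collection mean minus 3 SD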;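 note: signal is porphyrin accumulated inside mitochondria; 100% equals median channel fluorescence of DMSO control wells; lower ratio means ABCB6 inhibition with less porphyrin fluorescence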
Glyco luc inh: N-linked glycosylation inhibition | D54 ERlucT glycosylation luciferase reporter, 24 h; percent of 100 nM tunicamycin response | reporter increase, % at 12.5 µM | 360,000 tested, 0.23% active;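 active = mean luciferase reporter signal, scaled so untreated is 0 and the glycosylation-blocking control 100, at or above a set limit in every replicate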;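 note: luciferase carries N-glycosylation sites so blocking glycosylation raises the light; 0% = median of neutral control wells and 100% = median of 100 nM tunicamycin wells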
ABHD5 PLIN5 PPI: blocks binding of human ABHD5 to perilipin-5; Q00G26+Q8WTS1; Split G. princeps luciferase complementation, luminescence, 4 h; inhibition, % at 4 µM; 360,000 tested, 0.78% active; AID 602281;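 active = inhibition above the mean inhibition across every tested compound plus 3 SD, cut at about 22% in these data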;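 note: 0% = DMSO only wells and the 100% control is not disclosed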
Exocytosis inh: lytic granule exocytosis inhibition | TALL-104 LAMP-1 surface exposure, flow cytometry; cells stimulated with thapsigargin and PMA | inhibition, % at 10 µM | 360,000 tested, 0.66% active;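 active = inhibition above about 55%, limit read from the data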
MC4R antagonist: antagonists of human melanocortin 4 receptor (MC4R); MC4R-expressing cells, MTII-stimulated cAMP, LANCE TR-FRET; inhibition, % at 6.5 µM; 360,000 tested, 0.48% active; AID 540295; P32245;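 active = inhibition above its plate's cutoff, the mean of tested wells on that plate plus 3 SD, cut at about 29% in these data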;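 note: 0% = Melanotan II alone and 100% = Melanotan II plus saturating MCL0020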
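Assay system: U2OS cells stably expressing human melanocortin 4 receptor (MC4R) / Dosing: 6.5 µM / Timing: compound 30 min, challenge 1 h, detection 1 h / Measured by: Eu-cAMP/anti-cAMP TR-FRET, emission 671 nm / Replicates: singlicate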
CaV13 FRET inh: Primary screen for inhibitors of IQ motif and Ca2+-dependent inactivation inhibitor domain binding in CACNA1D, Förster resonance energy transfer in living cells, …; HEK cells, CFP/YFP FRET ICDI-IQ, plate reader, 10 min; percent FRET-ratio fall versus neutral wells; inhibition, % at 12.3 µM; 340,000 tested, 0.098% active;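 active = mean replicate inhibition of at least 30% and at least 1% of replicates passing that level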;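 note: 0% = median of the neutral control wells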
HTR2A ag: mouse HTR2A agonism via beta-arrestin recruitment; P35363; CHO-K1 mHTR2A beta-arrestin complementation, luminescence; percent of 30 µM serotonin response; activation, % at 7.6 µM; 360,000 tested, 0.66% active; AID 624169;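 active = activation above a run cutoff, the mean activation of all tested compounds plus 3 SD, cut at about 14% in these data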;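 note: 0% = plate median of compound wells and 100% = 30 µM serotonin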
Target sequence (P35363 whole entry, looked up): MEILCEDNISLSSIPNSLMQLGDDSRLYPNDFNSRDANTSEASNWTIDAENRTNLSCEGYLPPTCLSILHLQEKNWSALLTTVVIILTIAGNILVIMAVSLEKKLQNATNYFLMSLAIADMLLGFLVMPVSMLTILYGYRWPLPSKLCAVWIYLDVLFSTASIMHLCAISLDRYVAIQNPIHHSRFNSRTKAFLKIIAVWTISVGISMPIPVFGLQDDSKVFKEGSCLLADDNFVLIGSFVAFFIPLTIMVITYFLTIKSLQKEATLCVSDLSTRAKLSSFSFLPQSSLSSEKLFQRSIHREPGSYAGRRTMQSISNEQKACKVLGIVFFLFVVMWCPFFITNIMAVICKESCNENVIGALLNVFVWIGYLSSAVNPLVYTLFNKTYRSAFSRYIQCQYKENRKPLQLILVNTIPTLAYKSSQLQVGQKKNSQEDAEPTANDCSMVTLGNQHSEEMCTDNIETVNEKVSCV
Active calls of the source: *; / = not tested or not shown. Not a hit list; about 4.2% have a hit in one of these screens.

Structure	PDI inh	MC4R barr agon	H9c2 protect	ABCB6 inh 2	Glyco luc inh	ABHD5 PLIN5 PPI	Exocytosis inh	MC4R antagonist	CaV13 FRET inh	HTR2A ag
COc1ccc(NC(=O)c2csc(C)c2)cc1OC	-2.2	-0.9	-3.1	94.0	2.6	2.5	6.5	15.0	-8.8	3.1
Cc1ncoc1C(=O)NC1CC(C)(C)Cc2c1cnn2-c1ccccc1 (configuration not stated)	5.4	-1.6	5.8	100.0	0.6	1.8	0.4	-1.8	-5.7	-1.3
O=C(COC(=O)COc1ccc2ccccc2c1)NCC(F)(F)F	-0.2	0.1	-10.4	103.0	1.0	-9.1	11.9	10.6	4.3	1.8
O=C(CSc1ccccn1)Nc1ccc(Cl)cn1	-5.6	-2.3	-4.0	104.0	2.6	-3.3	-4.5	12.2	5.5	4.7
O=C(CC1C(=O)NCCN1Cc1ccccc1C(F)(F)F)NC1CCCC1 (configuration not stated)	-4.8	-0.3	3.2	97.0	0.9	1.0	-6.2	0.9	-2.5	3.8
CCCCC(CC)CNC(=O)c1[nH]c(C)c(C(C)=O)c1C (configuration not stated)	/	-1.2	-30.0	89.0	-6.2	-7.9	9.0	-0.5	-11.4	7.9
CC(C)C(=O)Nc1ccc(Br)cc1Cl	-7.2	-1.1	0.7	102.0	1.6	-1.0	-1.6	9.8	-2.7	-2.1
Cc1ccc(NC(=O)c2ccco2)cc1NC(=O)CSc1nnc(-c2cccs2)n1C	-1.9	-0.9	5.3	84.0	-3.5	10.5	-5.2	-5.7	-4.6	-4.5
CC1(C)Cc2c(sc3nc(C4CCCCC4)n(N)c(=O)c23)CO1	8.5	1.6	-10.4	97.0	-2.1	0.1	-1.7	1.7	-4.2	-3.5
Cc1cc(C)cc(C(=O)Nc2cccnc2)c1	-1.1	-1.2	4.2	98.0	3.3	12.6	-11.4	1.4	8.9	0.3
COc1ccc2nc(N(Cc3ccccc3)C(=O)CCNC(C)=O)sc2c1	2.3	-3.0	-1.0	96.0	5.9	4.0	-3.9	2.3	/	-2.8
CCn1c(SCC(=O)NCCc2ccc(OC)c(OC)c2)nc2c([nH]c3ccccc32)c1=O	-4.5	1.4	14.0	94.0	2.6	4.7	3.1	0.3	-3.8	3.6
CC(=O)OC1=Cc2c(ccc3ccc(=O)oc23)OC1(C)C	-1.7	-2.2	19.7	90.0	0.6	-2.2	-0.5	-1.0	-1.7	-1.3
COc1ccc(OC)c(/C=N/NC(=O)c2c(C)nc3ccc(C)cn23)c1	-5.8	-0.4	-0.7	97.0	0.9	-4.8	-7.3	0.9	-3.4	6.5
CN(c1ccc(C(=O)NCCSCc2c(F)cccc2Cl)cc1)S(C)(=O)=O	-19.2	-1.2	1.1	97.0	-4.2	0.2	0.0	3.3	-0.1	3.3
NC(Cc1ccc(Cl)cc1)c1csc(Nc2ccc(C(F)(F)F)cn2)n1 (configuration not stated)	-4.8	1.6	-30.0	93.0	-3.5	-5.3	4.5	5.9	-4.5	-3.9
COc1ccc(C(=O)Nc2ccc(NC(=O)c3cnccn3)cn2)cc1	2.1	-1.0	-2.5	101.0	0.9	3.3	11.3	3.8	-6.9	0.7
CNc1cnc(-c2ccccc2OC)cn1	-0.5	-1.1	-0.8	104.0	-1.4	-0.1	5.7	2.2	-6.2	-0.1
CCC(C)OC(=O)c1[nH]c2c(c1C)C(=O)CC(c1ccc(N(C)C)cc1)C2 (configuration not stated)	/	-1.6	-8.2	99.0	3.8	-8.3	2.3	20.5	-2.5	4.2
COC(=O)Cn1cnc2scc(-c3ccc(C)c(C)c3)c2c1=O	0.3	-2.3	2.4	91.0	1.3	-8.0	-4.5	-1.0	-4.5	-3.7
C=CCOn1c(=O)c(-c2ccc(OC)cc2)[n+]([O-])c2ccccc21	0.8	-0.5	-3.9	102.0	0.5	-11.2	0.7	-1.3	-6.3	-4.4
CSCC[C@H](NC(=O)COc1ccc(Cl)cc1Cl)c1nc2ccccc2[nH]1	2.5	5.2	-8.2	96.0	-1.4	1.0	0.4	12.0	-4.6	2.2
O=C1NC2(CCCCC2)C(=O)N1/N=C/c1ccccc1Br	-3.7	-1.5	0.7	95.0	-0.5	-11.5	-3.4	-0.4	-1.8	-4.7
CC(C)NC(=O)C12CC3CC(C1)CC(n1cnc(Cl)n1)(C3)C2	2.1	-0.6	2.6	89.0	-0.1	0.4	-3.6	2.5	-2.7	3.5
Cc1ccc(S(=O)(=O)NCCCNC(=O)c2ccccc2)cc1	-2.9	-0.4	-4.3	97.0	1.4	-8.5	-1.9	8.7	-4.5	-9.9
CCOC(=O)C1(CC2CC2)CCN(Cc2cnc(-c3ccc(OC)cc3)nc2)CC1	11.9	0.2	-18.4	97.0	-4.4	-3.1	-1.2	5.0	-1.9	1.2
CCOc1ccc(Cl)cc1S(=O)(=O)N1CCC(C(=O)NCC2CCCO2)CC1 (configuration not stated)	-4.4	-0.2	0.5	83.0	0.5	8.1	-6.9	-0.5	-4.8	3.2
COc1ccccc1C(=O)NC(=O)COC(=O)c1cccc(NC(C)=O)c1	2.9	-2.2	8.2	98.0	2.9	-8.8	-5.4	7.4	-6.6	6.1
NS(=O)(=O)c1ccc(CNC(=O)c2ccncc2)cc1	-11.5	0.4	3.2	102.0	2.7	2.8	0.3	7.1	-2.5	6.5
O=C(NCCS(=O)(=O)N1CCCCCC1)c1ccccc1	-1.3	-2.2	0.1	101.0	1.0	1.0	10.7	-3.7	-1.7	1.1
COc1ccc(/C=C2\SC(=S)N(CC(=O)N(C)C3CCS(=O)(=O)C3)C2=O)cc1 (configuration not stated)	-1.6	-1.4	-2.9	103.0	-1.6	1.7	-4.8	-1.3	-13.2	-9.0
CC(NC(=O)C(Cc1ccccc1)N1C(=O)C2C3CCC(C3)C2C1=O)c1ccccc1 (configuration not stated)	15.7	0.1	6.6	90.0	1.8	-0.2	-1.0	-7.4	-5.5	2.7
COC(=O)/C(=C/N(C)C)C(=O)N1CCN(c2ccc(Cl)c(Cl)c2)CC1	-0.4	-0.1	-2.6	95.0	-1.1	3.6	-3.6	-1.5	1.9	17.6*
CNC(=O)OC(C)CNS(=O)(=O)c1ccc(C)cc1 (configuration not stated)	-2.5	1.9	-6.8	96.0	3.0	4.5	-2.2	11.4	/	1.1
CCNC(=O)OCc1cn(-c2ccccc2)nn1	23.8	1.0	0.2	99.0	1.5	1.9	4.5	-0.1	-2.2	1.3
CCc1noc(C)c1C(=O)N1CCCC(C(=O)c2cc(F)ccc2OC)C1 (configuration not stated)	-11.5	-0.1	5.3	95.0	3.3	4.4	1.2	2.5	4.9	2.1
N#C/C(=C\c1cccc(O)c1)C(=O)Nc1ccc2c(c1)OCCO2	2.1	-0.2	-15.2	102.0	11.3	7.7	18.1	16.3	-4.8	1.1
CCOc1ccc(CN(C)CC(O)COC(c2ccc(OC)cc2)c2ccc(OC)cc2)cc1 (configuration not stated)	2.4	2.9	-14.7	104.0	-5.0	7.0	68.9*	0.6	-2.3	-10.5
COc1ccc(C(=O)NCCc2nnc3ccc(SCC(=O)Nc4ccccc4)nn23)cc1	6.8	-2.8	12.0	93.0	-1.7	-3.8	-1.2	6.2	/	-6.5
Cc1ccc(C(=O)N2CCN(C(=O)c3ccc(C)cc3)C2)cc1	3.7	-0.2	-6.2	96.0	-0.4	3.7	8.1	5.0	-6.3	3.4
C/C(=N\NC(=O)c1cc(O)cc(O)c1)c1ccc(NC(=O)Cc2ccccc2)cc1	-17.7	-3.8	-0.6	96.0	-0.8	-1.5	-2.8	6.1	-11.8	0.7
CC(OC(=O)c1cccc(N2C(=O)c3ccccc3C2=O)c1)C(=O)Nc1ccc(N(C)C)cc1 (configuration not stated)	-16.4	-0.4	-2.3	97.0	0.7	6.1	1.9	32.7*	-4.4	-3.2
Cc1ccc(NC(=O)Cn2nnc(C(=O)NCCc3ccccc3)c2N)cc1Cl	2.2	-0.3	-1.4	98.0	2.4	-0.1	0.0	9.8	-5.8	2.5
Nc1ccc2ccccc2c1N=Nc1ccccc1	-5.3	-3.6	-8.2	100.0	-1.8	14.5	-8.0	5.8	-7.8	-7.7
CC(C)(C)NC(=O)CSCc1c(Cl)cccc1Cl	-4.7	-1.1	-0.3	91.0	0.2	1.1	-1.6	-3.7	-4.7	1.0
N#CC(C#N)=Cc1ccc(OC(=O)c2ccccn2)cc1	4.7	-1.5	-11.6	101.0	-1.5	1.1	-1.1	9.9	-4.1	-1.9
COc1ccc(C(=O)Nc2ccc(C)cc2C(=O)c2ccccc2)c(OC)c1	-7.5	2.0	-5.4	99.0	-2.5	4.4	-9.5	-3.8	-2.6	-0.5
CN1CCN(c2cc(=O)n(-c3ccc(Cl)cc3)c(=O)[nH]2)CC1	-5.6	-1.2	-1.6	111.0	0.1	-9.3	-2.1	-0.3	-5.5	0.7
NS(=O)(=O)c1ccc(Sc2nc3ccccc3s2)c([N+](=O)[O-])c1	3.5	-0.2	-13.6	96.0	11.1	3.4	-2.3	3.2	-18.3	1.7
COc1cc2c(c(OC)c1OC)-c1ccc(OC)c(=O)cc1C(NC(=O)c1ccccc1)CC2 (configuration not stated)	-1.1	-3.1	7.6	102.0	11.3	8.1	0.5	-16.6	-6.5	1.5
Nc1nc(-c2ccccc2)c(CCCOc2ccc(NC(=O)CBr)cc2)c(=O)[nH]1	-3.1	-0.8	-7.4	95.0	4.4	6.7	2.6	-2.0	-2.7	-8.6
COc1ccc(C)cc1NC(=O)c1ccc2c(=O)n3c(nc2c1)CCCCC3	-4.7	-3.8	1.0	107.0	2.1	0.9	0.3	5.6	-2.1	1.4

From PubChem
